Screening results (PubChem BioAssay)
TRPV1 ag: HTS Assay for Compounds that Act as Agonists of the Vanilloid Receptor 1 | Transient receptor potential cation channel subfamily V member 1 (Homo sapiens), Q8NER1 | TRPV1-expressing cells, Fluo-8 calcium influx, agonist mode | activation, % at 8.33 µM | 0.19% of 320,000 active | AID 540275, 2011; in the data active = activation above about 80%; inconclusive = between about 30% and that limit; note: 0% is about no effect
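Cells expressing TRPV1 were dye-loaded with Fluo-8 and read kinetically: 10 s baseline, 3 min after compound (agonist portion), then 2 min after EC20 capsaicin (allosteric enhancer portion). Calcium-bound dye fluorescence at 480/520 nm.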
A-T KAP1 phos: qHTS Assay for Identifying a Potential Treatment of Ataxia-Telangiectasia; […] A-T fibroblasts, KAP-1 phosphorylation AlphaLISA; neocarzinostatin DNA damage 30 min before lysis; Potency, µM (titrated, usually from 57.5 µM), for inactives: at the top dose activation, hits mostly activators; 0.19% of 320,000 active; note: potency is the fitted concentration of half-maximal effect; % of control where 0% means no effect; nearly all actives have a fitted effect of over 45% in size
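ATM-like activity read as KAP-1 phosphorylation via AlphaLISA donor/acceptor antibody pairs after lysis and 6 hr at 25C. Cells were ATM-null patient fibroblasts ([…], hTERT), dosed 60 min, then exposed to the DSB inducer NCS for 30 min.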
GALK inh: qHTS Assay for Inhibitors of Human Galactokinase (GALK); AID 1868, 2009; Purified GALK, Kinase-Glo residual ATP luminescence; 0.007% of 270,000 active; P51570; Potency, µM (highest dose often 57.5 µM), for the others: top-dose activity change, negative = inhibition, most hits filed as inhibitors; note: potency is the fitted concentration of half-maximal effect; % is set by controls: 0 for no effect and ±100 for the full control effect
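GALK at 5 nM final was combined with compound, 35 uM ATP and 100 uM galactose in HEPES pH8.0 with MgCl2 and DTT. The reaction ran one hour at room temperature before luminescent ATP detection.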
CXXC DNA block: qHTS Fluorescence Polarization Assay for Inhibitors of MLL CXXC domain - DNA interaction; Histone-lysine N-methyltransferase 2A (Homo sapiens), Q03164; MLL-CXXC / FITC-HOXA9 DNA fluorescence polarization; Potency, µM (doses to about 115 µM), for the others: at the highest dose activity change, negative = inhibition, hits mostly inhibitors; 0.037% of 290,000 active; AID 2662, 2010; active = well fitted inhibition curve with a large enough effect in the polarisation, with a control signal flat, not every such curve was filed as active; inconclusive = small, poorly fitted or top-dose-only effect, or effect the other way, or a change in a side signal; inactive = no such curve, though single readings can be large or run the other way; the % refers to the polarisation; note: potency is the fitted concentration of half-maximal effect
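Purified MLL-CXXC (added from a 7 uM solution) was preincubated 5 min at ambient with pinned compounds in 50 mM Tris-HCl pH 7.5, 50 mM NaCl, 1 mM DTT, 0.05% BSA. Fluorescein-labeled HOX-A9 DNA (50 nM solution) followed, 30 min, then polarization read.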
hERG WT inh: qHTS for Inhibitors of KCHN2 3.1: Wildtype qHTS; U2OS, BacMam KCNH2, thallium flux FluxOr; active compounds read low; activity change, % at 1.84 µM; 0.37% of 340,000 active;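 active = maximum activity change below -70%; inconclusive = maximum activity change between -70% and -50%; inactive = maximum activity change above -50%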; note: % is set by controls: 0 for no effect and ±100 for the full control effect
Target sequence (Q12809 whole entry, looked up): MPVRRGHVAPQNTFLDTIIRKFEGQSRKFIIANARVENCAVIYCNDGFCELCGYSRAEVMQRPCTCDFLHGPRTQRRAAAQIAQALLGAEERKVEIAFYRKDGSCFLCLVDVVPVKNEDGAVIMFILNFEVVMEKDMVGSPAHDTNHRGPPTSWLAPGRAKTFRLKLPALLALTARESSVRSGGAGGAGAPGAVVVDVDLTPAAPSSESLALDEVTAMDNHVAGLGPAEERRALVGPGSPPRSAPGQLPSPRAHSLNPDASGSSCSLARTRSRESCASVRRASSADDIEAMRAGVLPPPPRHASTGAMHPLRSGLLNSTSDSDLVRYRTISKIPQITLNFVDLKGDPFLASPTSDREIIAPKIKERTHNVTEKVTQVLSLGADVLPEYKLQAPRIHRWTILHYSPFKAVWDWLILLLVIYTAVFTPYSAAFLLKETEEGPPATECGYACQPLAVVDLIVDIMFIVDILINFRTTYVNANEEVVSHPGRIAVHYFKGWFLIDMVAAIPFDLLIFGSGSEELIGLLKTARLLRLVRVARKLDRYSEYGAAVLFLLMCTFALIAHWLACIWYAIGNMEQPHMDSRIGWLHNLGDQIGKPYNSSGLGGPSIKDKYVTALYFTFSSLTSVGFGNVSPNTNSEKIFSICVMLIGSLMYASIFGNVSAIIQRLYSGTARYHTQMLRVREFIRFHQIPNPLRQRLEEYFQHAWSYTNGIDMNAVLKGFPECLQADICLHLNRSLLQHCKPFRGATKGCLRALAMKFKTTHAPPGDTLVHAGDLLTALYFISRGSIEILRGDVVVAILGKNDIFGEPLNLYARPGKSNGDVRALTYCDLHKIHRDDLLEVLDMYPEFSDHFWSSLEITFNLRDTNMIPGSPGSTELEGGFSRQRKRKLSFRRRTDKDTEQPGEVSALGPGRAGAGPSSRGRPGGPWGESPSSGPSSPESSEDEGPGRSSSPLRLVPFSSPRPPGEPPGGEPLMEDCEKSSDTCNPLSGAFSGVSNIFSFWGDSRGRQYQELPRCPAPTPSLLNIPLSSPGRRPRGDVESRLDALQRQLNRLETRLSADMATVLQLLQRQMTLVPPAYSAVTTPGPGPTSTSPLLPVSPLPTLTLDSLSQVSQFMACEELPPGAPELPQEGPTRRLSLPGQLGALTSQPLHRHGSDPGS
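U2OS cells transduced with wild-type KCNH2 virus are loaded with FluxOr dye for 45 min, and thallium flux is measured in kinetic reads before and after stimulation buffer. Rate constants are normalized to DMSO controls.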
a7 integrin act: qHTS for Activators of Integrin-Mediated Alleviation for Muscular Dystrophy; 0.064% of 350,000 active; alpha7betagal myoblasts, beta-gal FDG fluorescence, 48 h; Potency, µM (series often up to 38.3 µM), for the others: top-dose activation, actives largely listed as activators; AID 624291, 2012;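 note: potency is the fitted concentration of half-maximal effect; 100% = response of the positive control SU9516; nearly all actives have a fitted effect of over 60% in size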
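Alpha7betagal+/- myoblasts (passage 13) were plated 16-24 hr, then exposed to compounds (1:260 dilution of DMSO stock) for 48 hours at 37C. After MPER lysis, β-galactosidase reporter activity was read as FDG fluorescence (ex 480/em 540) after 30 minutes.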
MBNL1-CUG inh: qHTS Assay for Inhibitors of MBNL1-poly(CUG) RNA binding; Muscleblind-like protein 1 (Homo sapiens), Q9NR56; TR-FRET MBNL1-His/biotin-(CUG)12 binding, 665/545 ratio; Potency, µM (titrated, usually from 57.5 µM), for the others: at the highest dose activity change, negative = inhibition, hits mostly inhibitors; 0.036% of 280,000 active; AID 2675, 2010; active = well fitted inhibition curve with a large enough effect in the signal ratio, with a control signal flat, not every such curve was filed as active; inconclusive = small, poorly fitted or top-dose-only effect, or effect the other way, or a change in a side signal; inactive = no such curve, though single readings can be large or run the other way; the % refers to the signal ratio; note: potency is the fitted concentration of half-maximal effect; % is set by controls: 0 for no effect and ±100 for the full control effect
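Ratiometric TR-FRET (665 over 545 nm, excitation 340 nm) tracks disruption of MBNL1-His/biotin-(CUG)12 complex after 60 min at room temperature, with compounds at 92 nM to 58 uM final.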
FBPA coupling cs: qHTS Assay for Inhibitors of Fructose-1,6-bisphosphate Aldolase from Giardia Lamblia: Coupling assay counterscreen; activity change, negative = inhibition, % at 58.2 µM, hits read low; coupling enzyme system counterscreen, AmpLite Red fluorescence; AID 2472, 2010; 0.67% of 290,000 active; in the data active = activity change below about -30%; note: % is set by controls: 0 for no effect and ±100 for the full control effect
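First, compound is pin-transferred into glyceraldehyde-3-phosphate coupling-enzyme reagent at 57.5 uM final and held 10 min at RT. Next, substrate, coupling system and AmpLite Red are added. After 20 min RT, fluorescence (525/598 nm) is read.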
KCNH2 3.1 block: qHTS for Inhibitors of KCHN2 3.1: Mutant qHTS; U2OS KCNH2 3.1, thallium flux FluxOr; active compounds read low; activity change, % (tested at about 1.8 µM); 0.95% of 340,000 active; AID 720553, 2013;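 active = maximum activity change below -70%; inconclusive = maximum activity change from -70% to -50%; inactive = maximum activity change above -50%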;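 note: thallium influx rate constant from kinetic fluorescence after stimulation buffer; % is set by controls: 0 for no effect and ±100 for the full control effect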
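U2OS cells transduced with KCNH2 3.1 mutant virus (1.77 x 10^8 /mL, 4 h), plated overnight at 37 C, loaded 45 min with FluxOr dye plus Red40 quencher. Thallium flux rate constant from kinetic reads after stimulation buffer, normalised to controls.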
ASM inhibitor: Inhibitors of Secretory Acid Sphingomyelinase (S-ASM): qHTS; Sphingomyelin phosphodiesterase (Homo sapiens), P17405; placental ASM, HMU-PC fluorogenic substrate, 60 min; Potency, µM (titrated, usually from 57.5 µM), inactives show at the top dose activity change, negative = inhibition, usual class: inhibitors; 0.006% of 340,000 active; AID 504937, 2011; note: potency is the fitted concentration of half-maximal effect
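Human placenta-derived ASM preincubated with compound 10 min at room temperature, then reacted with 9 uM (final) fluorogenic HMU-PC substrate for 60 min at 37 C. Stop solution raises pH to 10; fluorescence read at Ex 386/Em 447 nm.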
* hit, by the source's call; ? = inconclusive; nt = no result given; [ ] = another dose, or the depositor's remark. Unless noted, calls come from the whole dose curve; as a rule, active = well fitted curve in the direction sought with a large enough effect; inconclusive = small, poorly fitted or top-dose-only effect, or another doubt; inactive = no such curve, though single readings can be large; an effect the other way counts as inactive or inconclusive. Outcome played no part in choosing rows, and some 2% of all compounds hit somewhere here.

SMILES	TRPV1 ag	A-T KAP1 phos	GALK inh	CXXC DNA block	hERG WT inh	a7 integrin act	MBNL1-CUG inh	FBPA coupling cs	KCNH2 3.1 block	ASM inhibitor
CC(=O)N=C1SC2CS(=O)(=O)CC2N1c1ccc(-c2nc3ccc(C)cc3s2)cc1 (stereo not drawn)	-1	-1%	-4%	13%	nt	nt	27%	1	nt	nt
O=c1[nH]c(CN2CCOCC2)nc2cc(Cl)ccc12	2	11%	1%	2%	9	-8%	-9%	1	-1	1%
CC(=O)Nc1cccc(N=NN2CCCCC2)c1	4	2%	-1%	-18%	-3	17%	13%	1	1	3%
O=C(COc1ccc2c3c(c(=O)oc2c1)CCC3)N1CCN(c2ccccc2)CC1	-2	2%	0%	-12%	4	-31%	-4%	nt	-2	-9%
O=C(C[C@H]1C[C@H](C(=O)N2CCCCC2)[C@@]2(CCc3ccccc3)c3[nH]c4ccc(Cl)cc4c3CCN2C1=O)NCCCn1ccnc1	nt	14%	nt	nt	-14	-32%	nt	nt	-13	-11%
Cc1cc(C(=O)CCC(=O)NNC(=O)c2ccccc2O)c(C)s1	4	-17%	nt	nt	-14	13%	nt	nt	1	-7%
CN(CCC#N)C(=O)Cn1nc(Cc2ccncc2)c2ccccc2c1=O	2	-21%	2%	7%	-5	-11%	2%	2	-5	8%
O=C(CN1CCOc2ccccc21)NCc1cccs1	-1	-3%	-1%	-1%	-1	4%	-2%	0	-8	4%
COC(CNC(=O)c1ccc(CS(=O)(=O)c2c(Cl)cccc2Cl)o1)OC	0	16%	4%	?	31	?	-5%	-2	5	2%
COc1ccccc1NC(=O)C(NC(=O)c1ccc(C)cc1)c1ccccc1 (stereo not drawn)	18	3%	4%	10%	5	-7%	-5%	-4	-29	-4%
CC(=O)N1CCN(c2ccccc2NC(=O)COc2cc(C)ccc2C(C)C)CC1	15	7%	-2%	?	10	15%	0%	3	-6	1%
COC(=O)c1ccc(CSc2nnc(Nc3ccc(C)cc3)s2)o1	11	-8%	-3%	1%	-4	-17%	-8%	-1	21	?
O=C(COC(=O)c1ccc(F)c(S(=O)(=O)N2CCOCC2)c1)c1ccc(Br)cc1	0	1%	nt	nt	1	10%	nt	nt	-6	-6%
CCOC(=O)c1ccccc1NS(=O)(=O)c1ccc(OC)cc1	-2	2%	-1%	-4%	-10	-11%	?	-1	-6	3%
O=C(NCCO)/C(=C\c1ccc([N+](=O)[O-])o1)NC(=O)c1ccccc1	-2	0%	1%	-3%	0	1%	?	-1	-10	-1%
CN1CCOC1c1ccc(C2OCCN2C)cc1 (stereo not drawn)	nt	nt	nt	nt	-6	27%	nt	nt	4	0%
CCOc1ccc(S(N)(=O)=O)cc1-c1nc2c(C(C)(C)C)nn(C)c2c(=O)[nH]1	nt	-12%	-2%	35%	-7	8%	nt	-1	-8	0%
N#Cc1ccccc1NC(=O)C(=O)NCCCN1CCCC1=O	-3	1%	nt	nt	-7	36%	nt	nt	9	nt
c1ccc(Cn2ncc3c(NCc4ccco4)ncnc32)cc1	4	16%	5%	11%	7	-34%	-10%	1	17	7%
CC1C(=O)NN=C1C(=O)N/N=C/c1cccs1 (stereo not drawn)	1	10%	8%	2%	5	4%	15%	-1	3	8%
COc1ccc(N2CCN(C(=O)c3ccc(C)cc3)CC2)c([N+](=O)[O-])c1	6	5%	1%	10%	24	4%	nt	2	-42	-1%
OC(c1ccc(F)cc1)C(CN1CCOCC1)c1ccccc1 (stereo not drawn)	8	4%	4%	-8%	-3	-14%	-14%	-1	4	0%
OC(COCc1ccco1)CN1CCN(C(c2ccccc2)c2ccccc2)CC1 (stereo not drawn)	13	6%	7%	3%	-76*	0%	-9%	2	-104*	-1%
Cc1ccc(C(=O)ONc2ccc(N=O)cc2)cc1	19	-2%	5%	60%[activator]	1	-23%	?	-3	-6	-2%
Cc1oc(-c2ccc(Cl)cc2)cc1-c1nn2c(-c3ccoc3C)nnc2s1	9	0%	2%	12%	1	15%	-6%	-12	3	-5%
N#C/C(=C\c1c(N2CCC(C(N)=O)CC2)nc2ccccn2c1=O)S(=O)(=O)c1ccc(Cl)cc1	0	-3%	-2%	0%	14	-17%	nt	0	4	-1%
CCN(CC)C(=O)c1c[nH]c2ccc(S(=O)(=O)Nc3cc(C)cc(C)c3)cc2c1=O	4	4%	-3%	0%	-4	12%	-4%	2	5	3%
CCC(=O)c1ccc(OC(=O)c2cccs2)cc1	nt	nt	nt	nt	-10	29%	nt	nt	-6	-2%
COC(=O)c1cccc(NC(=O)Nc2ccc(Cl)cc2Cl)c1	?	?	0%	26%	2	-10%	2%	-2	1	-3%
Cc1nc(-c2c(-c3ccc(O)cc3O)noc2C(F)(F)F)cs1	6	-6%	1%	3%	5	34%	10%	1	-2	-1%
CC[N+](C)(CC)CC(O)COCC1COc2ccccc2O1 (stereo not drawn)	1	5%	0%	8%	5	1%	-14%	2	-6	1%
O=C(CNC(=O)c1ccccc1F)NCCc1ccc(Cl)cc1Cl	13	1%	15%	-5%	1	0%	-6%	0	-6	-4%
Cc1cc(N2CC(C)OC(C)C2)nc(C(C)C)n1 (stereo not drawn)	-2	4%	7%	0%	-4	?	-1%	2	9	3%
CCOc1ccc2[nH]c(=O)c(CN(CC3CCCN3CC)C(=O)NCc3ccccc3)cc2c1 (stereo not drawn)	1	6%	-3%	2%	2	-30%	-3%	-2	0	30%
CC(C)(C(=O)O)n1cncn1	0	-4%	1%	-1%	-2	-8%	4%	0	1	4%
CCN1CCN(c2c(Cl)cccc2NC(=O)c2ccc3nsnc3c2)CC1	9	-7%	3%	0%	16	42%	16%	0	-10	-3%
Cc1nn(C(=O)c2nn(C)cc2Cl)c(C)c1Br	1	-3%	1%	3%	-5	14%	nt	-1	4	-5%
CC(C(=O)N1CCCC1)N(C)CC(=O)Nc1cccc(F)c1 (stereo not drawn)	-4	-6%	nt	nt	-2	?	nt	nt	-7	0%
CC1=C([N+](=O)[O-])C(c2ccccc2Cl)NC(=O)N1 (stereo not drawn)	7	2%	-5%	8%	3	-32%	?	0	0	-5%
CCC(=O)OCOc1ccc(/C=C2/CCC(CN(C)C)C2=O)cc1 (stereo not drawn)	nt	nt	nt	nt	-4	-59%[inhibitor]	nt	nt	-17	4%

Molecules listed so far with an aryl methoxy group, in the order listed:
SMILES	TRPV1 ag	A-T KAP1 phos	GALK inh	CXXC DNA block	hERG WT inh	a7 integrin act	MBNL1-CUG inh	FBPA coupling cs	KCNH2 3.1 block	ASM inhibitor
COc1ccccc1NC(=O)C(NC(=O)c1ccc(C)cc1)c1ccccc1 (stereo not drawn)	18	3%	4%	10%	5	-7%	-5%	-4	-29	-4%
CCOC(=O)c1ccccc1NS(=O)(=O)c1ccc(OC)cc1	-2	2%	-1%	-4%	-10	-11%	?	-1	-6	3%
COc1ccc(N2CCN(C(=O)c3ccc(C)cc3)CC2)c([N+](=O)[O-])c1	6	5%	1%	10%	24	4%	nt	2	-42	-1%

Whole records from above.
COC(CNC(=O)c1ccc(CS(=O)(=O)c2c(Cl)cccc2Cl)o1)OC across the screens: TRPV1 ag: 0; A-T KAP1 phos: 16%; GALK inh: 4%; CXXC DNA block: ?; hERG WT inh: 31; a7 integrin act: ?; MBNL1-CUG inh: -5%; FBPA coupling cs: -2; KCNH2 3.1 block: 5; ASM inhibitor: 2%
c1ccc(Cn2ncc3c(NCc4ccco4)ncnc32)cc1 across the screens: TRPV1 ag: 4; A-T KAP1 phos: 16%; GALK inh: 5%; CXXC DNA block: 11%; hERG WT inh: 7; a7 integrin act: -34%; MBNL1-CUG inh: -10%; FBPA coupling cs: 1; KCNH2 3.1 block: 17; ASM inhibitor: 7%
